Screening results from PubChem.
KCNQ1 pot = potentiators or activators of human KCNQ1 potassium channel; CHO-K1 KCNQ1, thallium flux FluxOR fluorescence; stronger effect = higher value; B-score at 10 µM; hit rate 0.35% among 310,000; AID 2648;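 active means fluorescence ratio B-score, a plate-corrected score, at least three library SD, with initial intensity B-score within 5 SD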
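Doses: Single concentration per compound, DMSO matched to controls | Test system: KCNQ1-transfected CHO-K1 cells | Timing: 90 min dye loading and 20 min compound exposure, both at room temperature | Measured by: Kinetic FluxOR thallium fluorescence, 10-s 1-Hz baseline, 110-s post-stimulus read | Medium: Assay buffer with matched DMSO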
KCNQ1 inh = human KCNQ1 channel inhibition. CHO-K1 KCNQ1, FluxOR thallium flux fluorescence; stronger effect = higher value. B-score at 10 µM. hit rate 1.3% among 310,000. AID 2642;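 active means compounds whose thallium flux B-score, printed positive for inhibition, exceeds three library SD while starting fluorescence stays within three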;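 further: channel opened by potassium depolarization with thallium stimulus after 20 min compound exposure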
KCNK9 inh = blocks the human KCNK9 two-pore domain potassium channel | Q9NPC2 | HEK293 KCNK9, FluxOR thallium flux fluorescence; stronger effect = lower value | B-score at 10 µM | hit rate 1.2% among 310,000 | AID 488922;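 active means ratio B-score over 3 SD below the library mean, with starting fluorescence within 5 SD of its mean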;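 further: negative B-score means less thallium flux so channel inhibition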
Target sequence (Q9NPC2 whole entry, looked up, the tested form may be a part): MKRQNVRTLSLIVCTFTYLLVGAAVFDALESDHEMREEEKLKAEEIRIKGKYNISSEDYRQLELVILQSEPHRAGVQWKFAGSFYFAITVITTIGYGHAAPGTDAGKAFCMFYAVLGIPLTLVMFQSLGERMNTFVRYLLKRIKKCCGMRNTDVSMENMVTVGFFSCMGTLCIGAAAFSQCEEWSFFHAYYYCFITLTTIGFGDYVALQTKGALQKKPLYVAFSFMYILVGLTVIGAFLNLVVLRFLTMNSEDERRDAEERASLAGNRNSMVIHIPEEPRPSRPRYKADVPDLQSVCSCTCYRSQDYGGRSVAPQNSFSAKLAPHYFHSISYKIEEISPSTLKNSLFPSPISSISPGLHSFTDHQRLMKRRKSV
KCNK3 inh = human KCNK3 channel inhibition, primary screen; B-score at 10 µM; AID 602410; hit rate 0.84% among 340,000; CHO-KCNK3 thallium flux, FluxOR fluorescence; stronger effect = lower value;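 active means B-score under library mean minus 4 SD, starting fluorescence ratio at most library mean plus 5 SD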;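 further: more negative B-score means stronger inhibition of thallium flux through KCNK3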
HDAC3 inhib = human HDAC3 inhibition. recombinant HDAC3, fluorogenic peptide/trypsin coupled, fluorescence. inhibition, % at 8.3 µM. hit rate 0.15% among 320,000; in the data active means inhibition above about 26%, passing the limit was not always enough; inconclusive means no clear call, values can overlap the other calls
Target sequence (O15379 whole entry, looked up): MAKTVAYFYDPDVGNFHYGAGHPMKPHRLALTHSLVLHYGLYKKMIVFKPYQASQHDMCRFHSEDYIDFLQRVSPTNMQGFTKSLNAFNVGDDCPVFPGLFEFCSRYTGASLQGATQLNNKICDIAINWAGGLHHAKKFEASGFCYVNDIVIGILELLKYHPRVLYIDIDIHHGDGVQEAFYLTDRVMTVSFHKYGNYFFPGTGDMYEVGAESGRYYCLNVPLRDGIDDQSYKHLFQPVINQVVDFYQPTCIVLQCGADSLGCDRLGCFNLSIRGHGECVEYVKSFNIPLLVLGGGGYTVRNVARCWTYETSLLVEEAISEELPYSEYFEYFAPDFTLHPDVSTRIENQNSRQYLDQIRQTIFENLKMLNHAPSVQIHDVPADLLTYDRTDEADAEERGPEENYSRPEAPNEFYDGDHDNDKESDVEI
TRPC4 act = TRPC4 (mouse) channel activation. Q9QUQ5. HEK293 TRPC4beta/mu-opioid, Fluo4 calcium fluorescence; stronger effect = higher value. B-score at 10 µM. hit rate 0.49% among 310,000. AID 2237;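 active means B-score above 5 SD of library B-scores, and initial fluorescence ratio not above library mean plus 5 SD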;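 further: positive B-score marks a calcium rise read as TRPC4 activation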
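Material: TRPC4beta and mu-opioid receptor HEK293 stable cells | Incubation: 45 min room-temperature Fluo4 loading, 110 s read | Detection: Kinetic Fluo4 calcium fluorescence | Measure: Integrated baseline-normalised fluorescence ratio, converted to per-well B score | Benchmarks: Low control buffer alone, high control maximal DAMGO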
hERG rescue = shields human hERG channel from block by proarrhythmic agents. AID 1511. hit rate 0.51% among 310,000. CHO-hERG, FluxOR thallium flux, dofetilide IC70 present. Q12809. activation (rescue from dofetilide block), less the hit threshold, % at 10 µM;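 active means activation above the mean of controls blocked by dofetilide plus 5 SD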;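 further: thallium influx through hERG after potassium depolarization seen as dye fluorescence rise; in these data hits start at about 4.7%; inactives centre near -7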
ANO1 activ = activates or potentiates the mouse TMEM16A chloride channel; Q8BHY3; HEK293 TMEM16A/YFP-H148Q/I152L, iodide quench fluorescence; stronger effect = lower value; B-score at 10 µM; hit rate 0.3% among 340,000; AID 623877;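 active means fluorescence-ratio B-score plate-corrected deviation score at least 3 library SD below zero, with starting fluorescence score within 5 deviations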;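 further: channel opened by trigger with iodide after compound preincubation; score built on the fluorescence ratio of max minus min over baseline; more negative score means more quench and so TMEM16A activation or potentiation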
TMEM16A inh = mouse TMEM16A channel inhibition, primary screen. Q8BHY3. AID 588511. HEK293 TMEM16A/YFP iodide influx fluorescence, ionomycin. normalized B-score (activity score, 25-100; higher = stronger inhibition) at 10 µM. hit rate 1.2% among 310,000;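 active means ratio plate-corrected score three or more library SD toward inhibition, starting fluorescence score within five deviations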;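 further: score derived from kinetic fluorescence span divided by baseline fluorescence per well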
TRPC4 potent = allosteric potentiators of mouse TRPC4 channel | hit rate 0.42% among 310,000 | Q9QUQ5 | B-score at 10 µM | HEK293 TRPC4beta/mu-opioid, DAMGO EC20, Fluo-4 Ca2+ flux; stronger effect = higher value | AID 2227;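 active means B-score of calcium response area above 5 SD of library B-scores, with initial fluorescence ratio within 5 SD of library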;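 further: B-score of integrated fluorescence ratio over time as area under calcium response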
Dyrk1A ADPGlo = blocks rat Dyrk1A kinase activity. Q63470. ADP-Glo luminescence, NFATc1 peptide. inhibition, % at 12.5 µM. hit rate 0.43% among 310,000. AID 504441; in the data active means inhibition above about 50%;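 further: plate controls were vehicle with enzyme for no effect and no enzyme for full effect; many of its hits are not listed in these tables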
Numbers without * were called inactive; i = inactive; ? = inconclusive; . = no result given.

SMILES	KCNQ1 pot	KCNQ1 inh	KCNK9 inh	KCNK3 inh	HDAC3 inhib	TRPC4 act	hERG rescue	ANO1 activ	TMEM16A inh	TRPC4 potent	Dyrk1A ADPGlo
CC1(C)CCCN(C(=O)N2c3ccccc3Sc3ccccc32)C1	i	i	i	i	-1	i	0	i	i	i	-2
Cn1cc(S(=O)(=O)c2ccccc2)n(C)c1=O	i	i	i	i	2	i	-1	i	i	i	-2
COc1ccc(-c2nnc(SCC(=O)Nc3ccccc3OC)o2)cc1	i	i	i	i	1	i	-6	i	i	i	6
COc1cc2c(cc1OC)C(COc1ccccc1OC)N(C(=O)C(C)C)CC2 (centres undefined)	i	i	i	i	.	i	-9	i	i	i	-6
CC(C)CNC(=O)C1CCN(c2ccc(S(=O)(=O)N3CCOCC3)cc2)CC1	i	i	i	i	1	i	-8	i	i	i	1
CCCCCCCC(=O)NNC(=O)c1ccc(F)cc1	i	i	i	i	-3	i	-8	i	i	i	5
CC1(C)Cc2c(sc3nc(=S)[nH]c(N)c23)CO1	i	i	i	.	-5	i	-9	.	i	i	.
CC12CCC(C(=O)NCc3ccc(F)cc3)(OC1=O)C2(C)C (centres undefined)	i	i	i	i	.	i	-4	i	i	i	-10
Cc1ccc(CNc2cc(C(=O)O)ccc2Cl)s1	i	i	i	i	0	i	-13	i	i	i	-5
Cc1cc2nc(SCC(=O)Nc3nonc3C)c3c(c2cc1C)CCCC3	i	i	i	i	7	i	-8	i	i	i	-1
O=[N+]([O-])c1ccc(C(=S)N2CCCC2)cc1	i	i	i	i	7	i	-2	i	i	i	-5
OCCNc1nc2ccccc2n1CCN1CCCCC1	i	i	i	i	3	i	-4	i	i	i	1
CCOC(=O)/C(C#N)=C(/C)c1ccc(OC)cc1	i	i	i	i	4	i	-5	i	i	i	-32
O=C(CN1CCN(Cc2ccccc2F)CC1)Nc1ccccc1Cl	i	i	i	i	-1	i	-1	i	i	i	-1
COc1ccc(NC(=O)CN2CCN(CC(=O)Nc3ccccc3Cl)CC2)cc1Cl	i	i	i	i	2	i	-5	i	i	i	6
CC(CCc1ccccc1)NC(=O)c1cnc(Cl)c(Cl)c1 (centres undefined)	i	i	i	i	4	i	-7	i	i	i	4
c1ccc(-c2cnc(CSc3ncnc4sccc34)o2)cc1	i	i	i	i	1	i	-13	i	i	i	7
Cc1ccc(NC(=O)CC(O)(C(F)(F)F)C(F)(F)F)cc1	i	7*	i	i	8	i	-7	i	i	i	.
COc1ccccc1/C=C/C(=O)OCCN1C(=O)c2ccccc2C1=O	i	i	i	i	1	i	0	i	i	i	3
Cc1[nH]n(C(N)=S)c(=O)c1N=Nc1ccc([N+](=O)[O-])cc1Cl	i	i	i	i	1	i	-7	i	i	i	1
Cc1noc(C)c1S(=O)(=O)NC1CCCc2ccccc21 (centres undefined)	i	i	i	i	5	i	-9	i	i	i	-9
Cc1c(C)c2ccc(OCC(=O)NCCc3c[nH]c4ccccc34)c(C)c2oc1=O	i	i	i	i	3	i	-4	i	i	i	5
C=CCNC(=S)NC(=O)c1csc([N+](=O)[O-])c1	i	i	i	i	3	i	-4	i	i	i	-8
Cc1cc(C2C(=O)c3ccccc3C2=O)c(C)c(C)c1C	i	i	i	i	1	i	-6	i	i	i	-1
COc1cc(-c2cc(=O)c3c(O)cc(O)cc3o2)ccc1O	i	i	i	.	3	i	-6	.	i	i	.
COc1ccc(C2CC(c3ccccc3)=NN2C(=O)COC(=O)c2cccc(S(=O)(=O)N3CCOCC3)c2)cc1 (centres undefined)	i	i	i	i	5	i	-11	i	i	i	-7
CSc1ccccc1N=Cc1nc(-c2ccccc2)oc1O	i	i	i	i	-5	i	-5	i	i	i	5
O=C(NCc1ccccn1)c1cc(Br)ccc1Cl	i	i	i	i	3	i	-7	i	i	i	2
COc1cc(C)cc(CN2CCC(Cc3ccccc3)CC2)c1O	i	i	i	i	2	i	-10	i	i	i	2
O=C(COc1ccccc1)N1CCN(C(=O)c2ccco2)CC1	i	i	i	i	2	i	-3	i	i	i	-2
COc1ccccc1-c1cc(C(=O)N2CCOCC2)no1	i	i	i	i	-4	i	-7	i	i	i	3
Cc1ccc(S(=O)(=O)NCCC(c2ccccc2)c2ccccc2)cc1C(=O)O	i	i	i	i	-12	i	-13	i	i	i	-7
Cc1ccccc1Nc1ncnc2c1cnn2C	i	i	i	i	0	i	-5	i	i	i	18
C=C(C)C1CC=C(C)/C(=N/NC(=O)COc2ccccc2C)C1 (centres undefined)	i	i	i	i	3	i	-9	i	i	i	-8
C#CCOn1c(-n2nc(C)cc2C)nc2ccccc2c1=O	i	i	i	i	-1	i	-5	i	i	i	.
O=C(NCCc1ccc(F)cc1)c1ccncc1	i	i	i	i	-4	i	-4	i	i	i	5
CCOc1cc(C(=O)NC(C)Cc2cccs2)cc(OCC)c1OCC (centres undefined)	i	i	i	i	?	i	-3	i	i	i	2
Cc1cc(S(=O)(=O)NCC(C)C)ccc1OCC(=O)NCc1ccccn1	i	i	i	i	-1	i	-4	i	i	i	3
Cc1c(C(=O)Nc2ccccc2F)sc2nc3n(c(=O)c12)CCC3	i	i	i	i	6	i	-6	i	i	i	5
Cc1cc(C)c(NC(=O)CCCCCNC2CCCCC2)c(C)c1	i	i	i	i	-1	i	-10	i	i	i	-1
Cc1ccc2c(c1)c(C)c(C)n2CC(O)Cn1nnc2ccccc21 (centres undefined)	i	i	i	i	2	i	-3	i	i	i	-2
O=C(NCCS(=O)(=O)N1CCN(c2ccccc2F)CC1)c1c(F)cccc1F	i	i	i	i	-6	i	-6	i	i	i	0
O=C(Nc1ccccc1NC(=O)c1c(F)c(F)c(F)c(F)c1F)c1c(F)c(F)c(F)c(F)c1F	i	i	i	i	-6	i	-10	i	i	i	-4
OCC[C@H]1C[C@H](O)[C@@H](O)[C@@]2(Cc3ccccc3O2)O1	.	.	.	i	-2	.	.	i	i	.	1
CCN1C(=O)C(CC(=O)Nc2ccccc2Cl)N(NC(=O)c2cccc(F)c2)C1=S (centres undefined)	i	i	i	i	.	i	-11	i	i	i	2
Cc1ccc(N2C(=O)CC(Cc3cccc(C)c3)C2=O)cc1 (centres undefined)	i	i	i	i	0	i	-8	i	i	i	-4
C#CCOCCOCCOCCNc1nc(N2CCN(C(=O)[C@H]([C@@H](C)CC)n3cc([C@@H](N)Cc4ccc(O)cc4)nn3)CC2)nc(N2CCN(C(=O)[C@H](Cc3ccc(O)cc3)n3cc([C@@H](N)CC(C)C)nn3)CC2)n1	i	i	i	i	6	i	-2	i	i	i	-12
NNC(=O)CNC(c1ccccc1)c1cc(Br)ccc1NC(=O)c1ccccc1Br (centres undefined)	i	i	i	i	1	i	-18	i	i	i	8
CCOC(=O)C1C(=O)CC(C)(O)C(C(=O)OCC)C1c1ccc(OCC)cc1 (centres undefined)	i	i	i	i	3	i	-7	i	i	i	2
CCOC(=O)C(NC(=O)NCc1ccc(F)cc1)(OCC)C(F)(F)F (centres undefined)	i	i	i	i	4	i	-8	i	i	i	-5
NC(=O)Cn1nnc(-c2ccc(C(F)(F)F)cc2)n1	i	i	i	i	-2	i	-23	i	i	i	2
CC1(C(=O)NCCOc2ccccc2Cl)CC1(Cl)Cl (centres undefined)	i	i	i	i	3	i	-4	i	i	i	7
COc1ccc2nc(-c3ccc(N)cc3)[nH]c2c1	i	i	i	i	-44	i	-8	i	i	i	-3
CCN1CCN(S(=O)(=O)c2ccc(Br)s2)CC1	i	i	i	i	9	i	-11	i	i	i	3
Cc1ccc(-c2cc(C(F)F)nc(NCC3CCCO3)n2)cc1 (centres undefined)	i	i	i	i	5	i	-10	i	i	i	6
O=[N+]([O-])c1ccc(C2=NN(c3ccccc3)C(c3ccco3)C2)cc1 (centres undefined)	i	8*	i	i	.	i	-31	i	.	i	.
COc1ccc(NC(=O)c2cccnn2)cc1	i	i	i	i	-3	i	-5	i	i	i	-1
COC(/C=C/Nc1ccc(C)c(C)c1)=C(C#N)C#N	i	i	i	i	-5	i	-2	i	i	i	.
COc1ccc(Cl)cc1NC(=O)CCNC(=O)OCc1ccccc1	i	i	i	i	-5	i	-9	i	i	i	-47
O=C(NCCc1ccccc1)N1c2ccccc2Sc2ccccc21	i	i	i	i	1	i	-5	i	100*	i	4
Additional compounds.
SMILES	KCNQ1 pot	KCNQ1 inh	KCNK9 inh	KCNK3 inh	HDAC3 inhib	TRPC4 act	hERG rescue	ANO1 activ	TMEM16A inh	TRPC4 potent	Dyrk1A ADPGlo
COc1ccc2c(c1)-c1nc(NC(=O)c3cccs3)sc1CC2	i	7*	-16*	i	11	i	-11	i	i	i	1
O=C(COC(=O)c1cc(S(=O)(=O)N2CCOCC2)ccc1Cl)NCc1ccco1	i	i	i	i	10	i	-9	i	i	i	-9
Cc1ccc2c(c1)N(CC(=O)Nc1ccc3c(c1)OCCO3)C(=O)CO2	i	i	i	i	0	i	-8	i	i	i	4
CCS(=O)(=O)c1ccc(O)c(NC(=O)/C=C/c2ccccc2)c1	i	i	i	i	?	i	-2	i	i	i	.
CCN(CC)c1nc(NN)nc(Nc2ccc(C)c(Cl)c2)n1	i	i	i	i	-5	i	-7	i	i	i	-2
COc1ccc(NC(=O)CCS(=O)(=O)c2ccc3c(c2)oc(=O)n3C)cc1OC	i	i	i	i	-2	i	-8	i	i	i	.
COc1ccc(C(CNC(=O)CN2C(=O)NC3(CC(C)CC(C)(C)C3)C2=O)N2CCOCC2)cc1 (centres undefined)	i	i	i	i	3	i	-11	i	i	i	6
COc1cc(OC)cc(C(=O)NC(=S)Nc2ccc(NC(=O)c3ccco3)cc2)c1	i	i	i	i	-4	i	-5	i	i	i	0
CCOC(=O)Cn1cnc2scc(-c3ccc(C)cc3)c2c1=O	i	i	i	i	10	i	-12	i	i	i	17
O=C(Nc1cccc2ccccc12)c1ccccc1Cl	i	i	i	i	5	i	-4	i	i	i	6

Single values from above.
Entry of Cc1ccc(CNc2cc(C(=O)O)ccc2Cl)s1 in HDAC3 inhib: 0
Entry of COc1cc(OC)cc(C(=O)NC(=S)Nc2ccc(NC(=O)c3ccco3)cc2)c1 in Dyrk1A ADPGlo: 0
Entry of Cc1ccc(NC(=O)CC(O)(C(F)(F)F)C(F)(F)F)cc1 in hERG rescue: -7

Some of the compounds tested. The share of hits here may be higher or lower than overall.
